# HIF-2a block: blocks HIF-2a reporter activity. AID 624352. inhibition, % at 18.8 µM. 0.72% of 360,000 active. 786-0 RCC cells HIF-2a reporter, luciferase luminescence, overnight;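 active = inhibition of the luminescence signal of 40% or more relative to plate controls, in a single-dose primary screen at 18.75 µM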
# NR2E3 ag-1: NR2E3 (human) agonism; Q9Y5X4; GST-NR2E3/biotin-RetCOR TR-FRET, 1536-well; inhibition of corepressor binding, % at 4.78 µM; 0.12% of 320,000 active; AID 2300;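 active = percent inhibition above the cutoff of mean plus 3 SD of all tested compounds, set per screening campaign, cut at about 20% in these data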;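 note: 0% = DMSO wells and 100% = biotin wells as full block of FRET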
# Target sequence (Q9Y5X4 whole entry, looked up): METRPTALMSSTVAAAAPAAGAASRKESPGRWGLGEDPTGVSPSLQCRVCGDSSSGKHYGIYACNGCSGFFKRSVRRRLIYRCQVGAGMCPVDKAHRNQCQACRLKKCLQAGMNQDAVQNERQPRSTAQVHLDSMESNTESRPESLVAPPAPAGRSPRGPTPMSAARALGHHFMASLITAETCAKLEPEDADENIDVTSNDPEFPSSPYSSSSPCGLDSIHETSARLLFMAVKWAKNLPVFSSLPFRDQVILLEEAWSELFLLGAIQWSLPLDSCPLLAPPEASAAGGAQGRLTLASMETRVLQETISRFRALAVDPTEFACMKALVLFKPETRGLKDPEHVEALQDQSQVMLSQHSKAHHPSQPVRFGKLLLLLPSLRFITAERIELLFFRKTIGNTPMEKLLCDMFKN
#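 System: GST-NR2E3 and biotin-RetCOR proteins; probe or stimulus: 7 nM biotin-RetCOR; doses: compound at 4.8 µM, single dose; schedule: Compound–protein incubation for 5 h at 4 °C; detection: time-resolved FRET; read-out: percent inhibition; controls: biotin wells as high control, 0.6% DMSO wells as low control; format: 1536-well plates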
# aDG glyco up: increases alpha dystroglycan glycosylation; Pro5-aDG cells, alpha-DG glycosylation AlphaScreen (IIH6); 0% Pro5, 100% B10-LARGE cell signal; activation, % at 10 µM; 0.22% of 360,000 active; AID 624168;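 active = activation of at least 8% versus controls, or a plate z-score of at least 8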;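 note: Pro5 are CHO cells carrying HIG-tagged alpha-DG that lacks glycosylation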
# CF NFkB block: blocks PAF-induced NF-kB reporter in cystic fibrosis cells; AID 588850; 0.86% of 360,000 active; inhibition, % at 5 µM; KKLEB NF-kB-GFP reporter, GFP fluorescence overnight;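 active = at least 50% inhibition at 5 µM, scaled per plate between neutral and stimulator controls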;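 note: PAF is a Pseudomonas aeruginosa culture filtrate used as stimulus; plate controls were PAF-stimulated DMSO wells for no effect and unstimulated DMSO wells for full effect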
# iPSC survival up: increases survival of single human iPS cells. 0.044% of 360,000 active. survival enhancement, % at 20 µM. hiPSC single-cell survival, ATPlite luminescence; 100% = ROCK inhibitor wells, 0% = DMSO. AID 602274; in the data active = survival enhancement above about 18%;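 note: cells exposed to compounds for 16 hours before the ATP read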
# Peg3 prom inh: Peg3 promoter activity inhibition; HeLa PEG-Prom luciferase reporter, luminescence, overnight; 1.7% of 360,000 active; inhibition, % at 20 µM;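 active = inhibition of at least 50% at 20 µM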
# NR2E3 ag-2: agonists of human NR2E3 nuclear receptor | inhibition of corepressor binding, % at 3.98 µM | 0.35% of 360,000 active | CHO-S Gal4-NCOR/VP16-NR2E3 two-hybrid, luciferase | Q9Y5X4 | AID 602229;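 active = inhibition above the mean of all tested compounds plus 3 SD, cut at about 70% in these data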;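 note: 0% = DMSO with NR2E3 transfected cells and 100% = cells lacking NR2E3 construct; higher means lower luciferase signal from less NR2E3 corepressor binding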
# Shn3 inh set2: inhibitors of Schnurri-3 3'UTR reporter in osteoblasts; 0.52% of 360,000 active; Clone20 osteoblast Shn3 3'UTR firefly luciferase, 24 h; inhibition, % at 12.5 µM;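 active = mean inhibition of at least 75% with every replicate also reaching 75%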;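 note: 0% = median of neutral control wells and 100% = pilot-screen positive control compound; some compounds past the cut are filed as inactive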
# TWEAK Fn14 block: TWEAK-Fn14 signaling inhibition | inhibition, % at 10 µM | TWEAK-stimulated Fn14 reporter cells, luciferase luminescence, 8 h | 2% of 360,000 active; in the data active = inhibition above about 50%
# MITF TRPM1 inh: reduces MITF-dependent TRPM1 promoter luciferase signal; SK-MEL-5 TRPM1 promoter luciferase, 24 h; inhibition, % at 12.5 µM; 0.83% of 330,000 active; AID 488899;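 active = mean inhibition across replicates of 60% or more, whatever share of single replicates reaches that level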; note: values of inactives mirror those of a sister screen read the other way
# KKLEB cytotox: CF airway cell cytotoxicity counter-screen; 0.36% of 360,000 active; activity change (cytotoxicity), % at 5 µM; KKLEB CF airway cells viability, ATPlite luminescence, overnight; active compounds read low; cells stimulated with P. aeruginosa culture filtrate; AID 602141;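 active = corrected activity change at or below -50% at 5 µM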
# Starred values were filed as active, the others as inactive; · = no result given.
SMILES,HIF-2a block,NR2E3 ag-1,aDG glyco up,CF NFkB block,iPSC survival up,Peg3 prom inh,NR2E3 ag-2,Shn3 inh set2,TWEAK Fn14 block,MITF TRPM1 inh,KKLEB cytotox
CN(C)C(CNC(=S)Nc1ccccc1)c1cccnc1 (centres undefined),9,-2,-0.2,-3,0.5,-1,2,-12,2,-6,7
CC(C)CNC(=O)CO/N=C/c1ccccc1Cl,0,2,0.0,-1,1.0,-3,-2,7,17,-3,-3
C=CCSc1nc(=O)n2ccc(C)cc2n1,-83,4,-0.1,-11,-0.2,-81,-31,-6,-32,-22,11
Cc1ccc(CN(c2ccc(C(=O)NCc3cccnc3)cc2)S(C)(=O)=O)cc1,10,4,-0.1,-7,-2.3,18,8,10,13,8,10
CN(C(=O)c1cc2c(cc1Br)OCO2)c1cccc2ccccc12,6,·,-0.3,20,0.2,32,-4,0,6,·,-2
Cc1ccc(OCCOc2ccc(Br)cc2)c([N+](=O)[O-])n1,-217,-2,0.1,-16,-0.2,-301,-97,-87,-35,-115,-3
C=CC(=O)Nc1cccc(Oc2ccnc3[nH]ccc23)c1,-24,·,0.5,42,-5.4,-11,6,-16,29,2,-10
CC(C)(C)NC(=O)C(c1ccccc1)N(Cc1cccs1)C(=O)c1csnn1 (centres undefined),16,-1,0.4,7,-0.4,5,-13,-9,-1,4,-5
O=C(NCc1ccccc1Cl)c1csc([C@H]2C[C@H](O)[C@@H](CO)O2)n1,14,·,-0.2,6,3.4,9,3,-20,9,·,-1
O=C(c1cccc(S(=O)(=O)N2CCc3ccccc32)c1)N1CCN(c2ccccc2)CC1,-14,·,0.5,15,-0.1,26,22,12,11,2,12
COc1cccc(NC(=O)N2CCN(c3nnnn3-c3ccccc3)CC2)c1,14,0,0.2,-3,1.1,18,2,-10,7,-1,10
COc1ccc(C(=O)CSc2nc3ccc([N+](=O)[O-])cc3[nH]2)cc1,8,-1,0.3,-19,-0.1,21,-27,-6,-12,-3,5
COC(=O)c1cc(NC(=O)CC2NCCNC2=O)cc(C(=O)OC)c1 (centres undefined),16,7,0.3,3,4.4,-4,9,22,-6,7,-12
Cc1cc(Nc2nc3ccccc3nc2Cl)n(-c2ccccc2C)n1,20,1,0.7,-8,-0.6,26,-4,-1,1,16,-2
COc1cc(CCCN2C(=O)C(=O)NC[C@@H]2CCCCN)cc(OC)c1OC,4,3,-0.1,-21,-1.8,-19,11,2,0,-6,7
Cc1ccc(S(=O)(=O)N2C[C@H]3[C@H]4C(=O)N(C)C(=O)[C@H]4CC(=O)[C@H]3[C@@H]2c2ccccc2F)cc1,8,·,-0.3,-4,0.1,4,6,-7,6,·,-1
CCCCC1(C(=O)OCC)CC(CN2CCOCC2)OC1=O (centres undefined),14,0,-0.2,-1,0.6,-3,-17,8,0,-5,9
COc1cc(C(=O)N2CCN(S(=O)(=O)c3cccc(F)c3)CC2)ccc1OCC(=O)N1CCOCC1,8,-1,-0.1,-25,-0.6,2,21,4,1,3,1
Cn1c(=O)oc2cc(S(=O)(=O)N3CCc4ccccc43)ccc21,20,2,0.2,5,0.0,17,2,7,-12,5,8
COc1ccc(-c2cccc(NC(=O)c3ccc4c(c3)OCO4)c2)nn1,-52,0,0.0,-6,-0.3,-26,-50,-13,-16,-11,5
CC1CCN(CCOCCOc2ccccc2-c2ccccc2)CC1,16,-1,0.2,-14,-0.4,9,10,-10,-15,-10,22
O=C(NCC1CCCO1)C1CCN(c2ccc(S(=O)(=O)N3CCCC3)cc2)CC1 (centres undefined),13,0,0.2,-2,8.7,4,2,-27,25,5,9
O=C(N/N=C/c1cccc(C(F)(F)F)c1)c1ccc(O)cc1,-22,-3,0.9,1,-1.7,-20,5,0,2,-16,11
CCOC(=O)C1(Cc2cccc(F)c2)CCN(C(=O)c2ccoc2C)CC1,-27,-1,0.3,7,-0.9,-14,-23,7,-16,0,-8
COC(=O)c1nn(-c2ccccc2)c(Sc2ccccc2)c1/C=N/O,21,-3,0.1,13,1.2,7,-16,14,10,-3,-6

# Rewritten with two lines to a compound: entries from further up.
# Below each SMILES – HIF-2a block	NR2E3 ag-1	aDG glyco up	CF NFkB block	iPSC survival up	Peg3 prom inh	NR2E3 ag-2	Shn3 inh set2	TWEAK Fn14 block	MITF TRPM1 inh	KKLEB cytotox
CCCCC1(C(=O)OCC)CC(CN2CCOCC2)OC1=O (centres undefined)
  14	0	-0.2	-1	0.6	-3	-17	8	0	-5	9
O=C(c1cccc(S(=O)(=O)N2CCc3ccccc32)c1)N1CCN(c2ccccc2)CC1
  -14	·	0.5	15	-0.1	26	22	12	11	2	12
Cc1cc(Nc2nc3ccccc3nc2Cl)n(-c2ccccc2C)n1
  20	1	0.7	-8	-0.6	26	-4	-1	1	16	-2
CC(C)(C)NC(=O)C(c1ccccc1)N(Cc1cccs1)C(=O)c1csnn1 (centres undefined)
  16	-1	0.4	7	-0.4	5	-13	-9	-1	4	-5

# (next part)
SMILES,HIF-2a block,NR2E3 ag-1,aDG glyco up,CF NFkB block,iPSC survival up,Peg3 prom inh,NR2E3 ag-2,Shn3 inh set2,TWEAK Fn14 block,MITF TRPM1 inh,KKLEB cytotox
CC(C)N1CCC(N2CCN(CCCc3ccccc3)CC2CCO)CC1 (centres undefined),21,5,0.7,-2,-1.7,-4,6,-6,19,-2,-2
Cn1c(=O)[nH]c(=O)c2c1nc(N/N=C/C(Br)=C/c1ccccc1)n2CCO,12,0,-0.2,-4,-0.6,15,15,·,-15,-8,-4
N#CC1=C(Nc2ccccc2Cl)SC(c2ccccc2O)NC1=O (centres undefined),16,-3,0.0,-43,0.5,-32,-28,14,-12,16,0
O=C(Nc1ccc(F)cc1)C(c1ccccc1)N1CCN(CC(=O)N2CCCC2)CC1 (centres undefined),-34,2,0.3,9,3.4,-10,12,-7,0,-10,-5
CC(C)C[C@@H](CN1CCC[C@H]1CN1C(=O)C(=O)NC[C@@H]1Cc1ccc(O)cc1)N1C[C@H](Cc2ccccc2)N(CC2CCCCC2)C(=O)C1=O,-21,·,-0.2,·,6.9,·,-21,·,5,·,·
CN(c1ccccc1C(=O)O)S(=O)(=O)c1ccc2[nH]c(=O)[nH]c2c1,25,·,0.1,12,-0.2,6,-7,-2,10,-2,-1
COC(=O)c1cc(-c2ccc(NC(C)=O)cc2)nc2ccccc12,-47,1,-0.4,-14,-3.1,-41,-4,2,4,-17,-21
O=C(CN(C(=O)Cn1nnc(-c2ccccc2F)n1)c1cnc2ccccc2c1)NCC1CCCO1 (centres undefined),9,1,-0.5,-4,1.5,13,-21,7,1,-8,5
Cc1c(Cl)cccc1NC(=S)NC1CCN(C(C)C)CC1,19,-1,0.6,6,-0.2,22,-12,-7,-2,-15,-5
COc1cccc(Nc2nc(C(C)N)cs2)n1 (centres undefined),10,·,0.0,-28,15,6,-1,9,-8,·,14
C=CC[C@H](CC(=O)NCCO)C(=O)NC[C@@H](OC(=O)[C@H](CC=C)CC(=O)OC(C)(C)C)c1ccccc1,10,·,-0.2,-25,-5.2,8,9,-86,7,-3,3
COC(=O)c1ccc(N2C(=O)c3cc(N4CCOCC4)c([N+](=O)[O-])cc3C2=O)cc1,18,1,-0.1,4,3.3,4,-18,-14,10,4,-9
COc1ccc(CCNC(=O)CCC(=O)n2ncc3ccc(Cl)cc32)cc1OC,20,1,-0.3,8,0.3,10,-26,-3,20,·,-14
CCn1nc(NC(=O)c2ccncc2)c2cc3ccccc3nc21,9,-2,0.2,15,1.8,4,-11,1,12,-6,-12
CC(C)NC(=O)N1Cc2cc(C(=O)NC3CCCCC3)nc(-c3cccc(-c4cccnc4)c3)c2[C@@H]1CCO,-10,·,-0.1,·,-0.9,·,-31,·,22,·,·
CCOc1ccc(C(=O)Nc2cccc3ncccc23)cc1Br,-22,0,0.1,-20,0.1,6,-7,14,11,-9,18
CCSc1nnc(NC(=O)C(C)C)s1,-38,0,0.0,8,2.5,-30,-6,-11,14,7,8
CCOC(=O)N1CCN(C(=O)C(NC(=O)c2ccco2)C(C)C)CC1 (centres undefined),22,-1,-0.1,-2,-0.1,0,8,13,-12,1,3
O=C1NC(c2cccc([N+](=O)[O-])c2)Oc2ccccc21 (centres undefined),7,9,0.0,10,-0.8,-6,13,-14,-9,7,2
CCOC(=O)c1cc(C)[nH]c(=O)c1C#N,11,0,-0.1,-7,0.1,9,-17,-76,-15,8,3
CCOc1ncccc1C(=O)OCC(=O)Nc1cc(S(=O)(=O)N(CC)CC)ccc1C,8,4,0.1,5,0.1,17,-31,0,12,4,-10
Cc1ccc2oc(=O)n(CCOc3ccccc3C)c2c1,-29,-1,-0.1,14,-0.1,5,-26,10,-11,-10,-10
COc1cccc(-c2ccc3ncnc(NCc4cccnc4)c3c2)c1,26,·,2.7,71*,-1.7,29,-52,5,74*,-5,-16
COC(=O)c1ccccc1N1C(=O)[C@@H]2C(c3ccc(Br)cc3)=NO[C@@H]2C1=O,14,3,-0.3,2,4.5,-14,-27,9,-4,-7,11
Cc1ccc(CNC(=O)CCSCc2cccc(F)c2)cc1,11,-1,0.0,-13,0.1,1,-2,12,13,7,-1
# Later entries:
SMILES,HIF-2a block,NR2E3 ag-1,aDG glyco up,CF NFkB block,iPSC survival up,Peg3 prom inh,NR2E3 ag-2,Shn3 inh set2,TWEAK Fn14 block,MITF TRPM1 inh,KKLEB cytotox
CNC(=O)CCN(Cc1ccco1)S(=O)(=O)c1ccc(OC)c(OC)c1,14,1,-0.1,-12,2.0,10,8,-2,9,1,16
CC(C)(C)OC(=O)N1CCN(C(=O)c2[nH]c(C(F)(F)F)nc2-c2ccccc2)CC1,-5,·,0.1,1,-1.6,5,0,12,5,·,-10
Cc1onc(-c2ccccc2Cl)c1C(=O)NCc1nnnn1-c1ccc(F)c(F)c1,1,·,-0.1,18,1.9,22,-3,-19,-1,·,8
COc1ccc(C2CC(=O)Oc3cc(O)ccc32)cc1 (centres undefined),15,·,0.1,-8,1.5,13,19,-15,-6,3,4
CN(c1ccccc1)S(=O)(=O)c1cccc(NC(=O)CN2CCc3ccccc3C2)c1,14,2,-0.1,20,-0.5,13,7,-19,12,21,-11
O=C(Cn1c(=O)cnc2ccccc21)NNC(=O)c1ccccc1Cl,13,0,-0.2,18,0.9,7,-12,-20,-2,-5,-1
O=C(O)c1ccc(-c2ccc(/C=N/Nc3ccc([N+](=O)[O-])cc3)o2)cc1,-155,0,0.1,-55,-0.3,-100,-67,-10,-18,-4,9
Clc1nc2nc3n(c2nc1Cl)CCC3,17,3,-0.1,-6,-0.8,7,-25,-9,15,11,-5
CCCN(CCC)CCCNC(=O)c1cn(C)c2ccc(S(=O)(=O)N(C)C3CCCCC3)cc2c1=O,4,0,0.0,16,0.6,-23,-13,11,-14,-6,0
Cc1ccc(-c2nc3ccc(C(=O)O)cc3nc2-c2ccc(C)cc2)cc1,11,2,0.1,-4,-1.2,18,1,8,44,10,12
CCOC(=O)c1cnc2c(c(C)nn2C)c1Oc1ccccc1F,13,-2,0.1,17,-0.5,17,8,11,-15,-5,-10
CC1(C)CC(=O)c2c(-c3cccs3)n[nH]c2C1,1,-5,0.1,-22,-0.6,-20,2,11,55*,-11,15
COc1cc(C2Nc3ccccc3C(=O)N2c2ccc3c(c2)OCCO3)ccc1OCC(C)C (centres undefined),-84,6,0.2,-9,-3.9,30,-138,3,67*,-50,-21

# From PubChem BioAssay
